Compound activity from PubChem.
CHT PAM = allosteric activators of human choline transporter CHT | Q9GZV3 | CHT-expressing cells, membrane potential dye, choline EC20; active compounds read high; LV-AA mutant CHT in HEK293 cells | B-score at 10 µM | 310,000 compounds, 0.49% hits | AID 488977;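 active = initial fluorescence not abnormally high and integrated response B-score, plate-corrected, over 3 SD above library mean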
Target sequence (Q9GZV3 whole entry, looked up): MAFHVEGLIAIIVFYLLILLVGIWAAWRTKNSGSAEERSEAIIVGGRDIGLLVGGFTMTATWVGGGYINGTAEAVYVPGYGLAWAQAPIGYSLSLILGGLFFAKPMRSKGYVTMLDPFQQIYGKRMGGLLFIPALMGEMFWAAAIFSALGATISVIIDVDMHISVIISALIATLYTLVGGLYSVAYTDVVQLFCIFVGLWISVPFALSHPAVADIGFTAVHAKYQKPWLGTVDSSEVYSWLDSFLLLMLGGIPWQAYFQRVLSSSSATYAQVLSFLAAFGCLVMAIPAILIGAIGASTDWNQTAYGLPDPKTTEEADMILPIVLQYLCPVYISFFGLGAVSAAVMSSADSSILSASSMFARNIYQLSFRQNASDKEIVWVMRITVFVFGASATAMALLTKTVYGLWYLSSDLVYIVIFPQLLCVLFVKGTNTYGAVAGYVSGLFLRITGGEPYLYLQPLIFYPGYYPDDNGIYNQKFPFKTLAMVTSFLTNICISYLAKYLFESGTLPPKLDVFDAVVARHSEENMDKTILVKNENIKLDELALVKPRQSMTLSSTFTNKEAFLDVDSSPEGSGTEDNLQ
OX1R antag-1 = blocks the human orexin 1 receptor | O43613 | OX1R-expressing cells, FRET antagonist read-out | inhibition, % at 6.6 µM | 330,000 compounds, 1.8% hits | AID 485270; in the data active = inhibition mostly above about 38%, no sharp cut-off; inactive = mostly below about 40%;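 note: 0% = agonist challenge alone and 100% = reference antagonist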
Target sequence (O43613 whole entry, looked up): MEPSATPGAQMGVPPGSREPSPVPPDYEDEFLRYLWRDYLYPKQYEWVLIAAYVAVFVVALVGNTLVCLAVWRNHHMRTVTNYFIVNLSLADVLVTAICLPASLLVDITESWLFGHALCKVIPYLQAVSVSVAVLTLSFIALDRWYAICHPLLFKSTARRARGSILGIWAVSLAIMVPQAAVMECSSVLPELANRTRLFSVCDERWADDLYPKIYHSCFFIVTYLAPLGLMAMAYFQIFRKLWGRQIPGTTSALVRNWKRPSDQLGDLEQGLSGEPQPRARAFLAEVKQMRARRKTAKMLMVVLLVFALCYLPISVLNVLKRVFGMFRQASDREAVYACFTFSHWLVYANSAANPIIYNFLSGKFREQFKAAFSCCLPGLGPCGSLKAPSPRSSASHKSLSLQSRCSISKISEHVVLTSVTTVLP
OX1R antag-2 = human HCRTR1 antagonism. CHO/OX1R cells, Fluo-8 calcium fluorescence, orexin A. inhibition, % at 5 µM. 330,000 compounds, 0.43% hits. AID 434989;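 active = inhibition above its plate's threshold, mean inhibition of all tested compounds on the plate plus 3 SD, cut at about 37% in these data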;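 note: 0% = orexin A challenge wells and 100% = SB-334867-A antagonist wells; not every result past the cut was called active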
The depositor's hits bear a star. Hits appear at their usual frequency. Share with any hit: about 2.5%.

How did COC(=O)c1nn(-c2ccc(-c3ccccc3)cc2)cc1O do in these assays?
CHT PAM: inactive; OX1R antag-1: 24; OX1R antag-2: 16

How did O=C(COC(=O)c1ccc(Cl)nc1)Nc1ccc(N2CCCCC2)cc1 do in these assays?
OX1R antag-1: 6; OX1R antag-2: -2

What do the screens show for `Cc1ccc(C(C)C)c(OCC(O)CN(C)Cc2ccccc2)c1` (centres undefined)?
CHT PAM: inactive; OX1R antag-1: -6; OX1R antag-2: -40

Results for COc1ccc(-c2csc(N3CCN(c4cc5c(cc4Cl)nc(-c4ccncc4)n5CCOCCO)CC3)n2)cc1 ?
CHT PAM: inactive; OX1R antag-1: 18; OX1R antag-2: -21

How did O=C(COC(=O)CCS(=O)(=O)c1ccc(Cl)cc1)NCCc1ccc(Cl)cc1Cl do in these assays?
CHT PAM: inactive; OX1R antag-1: 2; OX1R antag-2: -17

How did CC(=O)Nc1cc(C(=O)N2CCN(C)CC2)ccc1S(=O)(=O)c1ccc(C)cc1 do in these assays?
CHT PAM: inactive; OX1R antag-1: 9; OX1R antag-2: -17

How did O=C(Nc1ccc2c(c1)OCO2)C1CCCCN1S(=O)(=O)c1ccc(F)cc1 (centres undefined) do in these assays?
CHT PAM: inactive; OX1R antag-1: 23; OX1R antag-2: -9

Results for COc1ccc(/C=N/Nc2cc(N3CCOCC3)ncn2)c(OC)c1 ?
CHT PAM: inactive; OX1R antag-1: 10; OX1R antag-2: -21

How did O=C(c1cc2ccccc2oc1=O)N(Cc1ccccc1)Cc1ccc2c(c1)OCO2 do in these assays?
CHT PAM: inactive; OX1R antag-1: 31; OX1R antag-2: -12

Results for CO/N=C(\CCC(=O)O)c1cccs1 ?
CHT PAM: inactive; OX1R antag-1: 1; OX1R antag-2: -3

What do the screens show for `COC(=O)CSc1nc2nc(-c3cccs3)cc(C(F)(F)F)c2c(=O)[nH]1`?
CHT PAM: inactive; OX1R antag-1: -1; OX1R antag-2: -26

What do the screens show for `O=C(CSc1c(Cl)cccc1Cl)NC1CCCc2ccccc21` (centres undefined)?
CHT PAM: inactive; OX1R antag-1: 12; OX1R antag-2: -34

What do the screens show for `Nc1nnc(CC(=O)N/N=C/c2cccc(OCCOc3ccccc3)c2)s1`?
CHT PAM: inactive; OX1R antag-1: 40; OX1R antag-2: 0

How did Cc1cc(C)nc(N(C#N)CC(=O)c2ccccc2)n1 do in these assays?
CHT PAM: inactive; OX1R antag-1: 8; OX1R antag-2: 2

How did CN(C)C(=O)CCc1ccc2c3c([nH]c2c1)[C@]1(C)[C@@H](C(=O)N2CCCCC2)C[C@H](CC(=O)NC(C)(C)C)C(=O)N1CC3 do in these assays?
OX1R antag-1: 17; OX1R antag-2: -9

What do the screens show for `Cc1nn(CCC(=O)NCc2ccc(OC(C)C)cc2)c(=O)c2nn(-c3ccccc3)c(C)c12`?
CHT PAM: inactive; OX1R antag-1: 6; OX1R antag-2: -30

Results for O=C(NC(=S)Nc1nc2c(ccc3ccccc32)s1)c1cccs1 ?
CHT PAM: inactive; OX1R antag-1: 6; OX1R antag-2: -4

Results for Fc1ccc(C2CCCN2Cc2nc(CC3CC3)no2)cc1 (centres undefined) ?
CHT PAM: inactive; OX1R antag-1: 18; OX1R antag-2: -23

What do the screens show for `COc1cc(NC(=S)NCc2cccnc2)cc(OC)c1OC`?
CHT PAM: inactive; OX1R antag-1: 2; OX1R antag-2: -8

What do the screens show for `O=C(C1CC(=O)N(c2ccccc2)C1)N1CCN(c2ccc(F)cc2)CC1` (centres undefined)?
CHT PAM: inactive; OX1R antag-1: 0; OX1R antag-2: 2

Ordered by length of the SMILES (ascending): part of the list above.
What do the screens show for `Cc1ccc(C(C)C)c(OCC(O)CN(C)Cc2ccccc2)c1` (centres undefined)?
CHT PAM: inactive; OX1R antag-1: -6; OX1R antag-2: -40

Results for COc1ccc(/C=N/Nc2cc(N3CCOCC3)ncn2)c(OC)c1 ?
CHT PAM: inactive; OX1R antag-1: 10; OX1R antag-2: -21

What do the screens show for `O=C(C1CC(=O)N(c2ccccc2)C1)N1CCN(c2ccc(F)cc2)CC1` (centres undefined)?
CHT PAM: inactive; OX1R antag-1: 0; OX1R antag-2: 2

Results for COc1ccc(-c2csc(N3CCN(c4cc5c(cc4Cl)nc(-c4ccncc4)n5CCOCCO)CC3)n2)cc1 ?
CHT PAM: inactive; OX1R antag-1: 18; OX1R antag-2: -21

Next part
Results for Cc1cc(C(=O)NCCC(C)C)c2ccccc2n1 ?
CHT PAM: inactive; OX1R antag-1: 21; OX1R antag-2: -40

How did COc1ccc(NS(=O)(=O)c2cccs2)cc1S(=O)(=O)N1CCOCC1 do in these assays?
CHT PAM: inactive; OX1R antag-1: 19; OX1R antag-2: -4

What do the screens show for `Cc1cc(C)cc(OCc2nnc(SCC(=O)OC(C)C)o2)c1`?
CHT PAM: inactive; OX1R antag-1: 11; OX1R antag-2: -20

What do the screens show for `COC(CN(C)S(=O)(=O)c1cc2c3c(c1)CCN3C(=O)CC2)OC`?
CHT PAM: inactive; OX1R antag-1: -1; OX1R antag-2: 6

How did Cc1cccc(C)c1-n1c(SCC(=O)N2CC(=O)Nc3ccccc32)nc2ccccc2c1=O do in these assays?
CHT PAM: inactive; OX1R antag-1: 4; OX1R antag-2: -19

How did COc1ccccc1CCC(=O)N1CCN(S(=O)(=O)c2cc(C(F)(F)F)ccc2Cl)CC1 do in these assays?
OX1R antag-1: 7; OX1R antag-2: -17

How did CC(C)c1ccccc1NC(=O)CCCC(=O)O do in these assays?
CHT PAM: inactive; OX1R antag-1: 3; OX1R antag-2: -11

Results for COc1ccc(CN2C3CCCC2CC(NC(=O)Nc2ccccc2)C3)cc1 (centres undefined) ?
CHT PAM: inactive; OX1R antag-1: 14; OX1R antag-2: -3

Results for N=C1S/C(=C\c2ccc(-c3cccc(Cl)c3)o2)C(=O)N1c1nccs1 ?
CHT PAM: inactive; OX1R antag-1: 2; OX1R antag-2: 18

What do the screens show for `CCOC(=O)COc1c(Cl)cc(/C=C2\N=C(C)OC2=O)cc1OC`?
CHT PAM: inactive; OX1R antag-1: 1; OX1R antag-2: -14

Results for CCCc1cc(=O)oc2c(C)c(OCC(=O)Nc3ccccn3)ccc12 ?
CHT PAM: inactive; OX1R antag-1: -1; OX1R antag-2: -3

Results for COc1ccc(C2C(C(=O)NCCCN3CCOCC3)c3ccccc3C(=O)N2c2ccc(OC)cc2)cc1 (centres undefined) ?
CHT PAM: inactive; OX1R antag-1: 4; OX1R antag-2: -29

What do the screens show for `CC(=O)Nc1ccc(-c2cn3c(n2)SCC3)cc1`?
CHT PAM: inactive; OX1R antag-1: -4; OX1R antag-2: 0

How did COc1ccc(-n2nc(C(=O)N3CCN(Cc4ccc5c(c4)OCO5)CC3)c3ccccc3c2=O)cc1 do in these assays?
CHT PAM: inactive; OX1R antag-1: 26; OX1R antag-2: -38

Results for O=C(COc1ccc2ccccc2c1)N1CCN(C(=O)c2cccs2)CC1 ?
CHT PAM: inactive; OX1R antag-1: 14; OX1R antag-2: -25

What do the screens show for `Cc1ccc(NS(=O)(=O)c2cc(C(=O)N3CCN(C)CC3)ccc2C)cc1C`?
CHT PAM: inactive; OX1R antag-1: 10; OX1R antag-2: -14

What do the screens show for `Cc1nn(-c2ccccc2)c(Cl)c1/C=N\NC(=O)c1cnccn1`?
CHT PAM: inactive; OX1R antag-1: 5; OX1R antag-2: 4

Results for CCN(CC(=O)NC(C)(C)C)C(=O)COc1c(Cl)cc(Cl)c2ccc(C)nc12 ?
CHT PAM: inactive; OX1R antag-1: 18; OX1R antag-2: -29

What do the screens show for `S=C(NCCc1c[nH]c2ccccc12)NC1CCCCC1`?
CHT PAM: inactive; OX1R antag-1: 7; OX1R antag-2: -22

What do the screens show for `O=C(NNc1ncnc2c1cnn2-c1ccccc1)c1ccco1`?
CHT PAM: inactive; OX1R antag-1: -5; OX1R antag-2: 6

How did Cc1nc(N)[nH]c(=O)c1Oc1cccc(C(F)(F)F)c1 do in these assays?
CHT PAM: inactive; OX1R antag-1: 2; OX1R antag-2: -4

Results for CC(C)(C)C1N=C(c2ccc3ccccc3c2)OC1=O (centres undefined) ?
OX1R antag-1: 12; OX1R antag-2: -7

How did O=C(NC1(Cc2ccccc2)CCN(CCc2cccs2)C1=O)c1ccccc1 (centres undefined) do in these assays?
OX1R antag-1: 12; OX1R antag-2: -17

What do the screens show for `O=C(NCC(O)c1ccc([N+](=O)[O-])cc1)Nc1ccccc1` (centres undefined)?
CHT PAM: inactive; OX1R antag-1: 9; OX1R antag-2: -12

Results for CCOc1cc(CN2CCN(S(=O)(=O)Cc3ccccc3)CC2)ccc1OC ?
CHT PAM: inactive; OX1R antag-1: 24; OX1R antag-2: -30

How did Nc1ccc(-c2ncc(-c3ccccc3)o2)cc1 do in these assays?
CHT PAM: inactive; OX1R antag-1: 25; OX1R antag-2: -19

Results for Cc1onc(-c2ccccc2)c1CNC(=O)Nc1ccccc1 ?
CHT PAM: inactive; OX1R antag-1: 14; OX1R antag-2: -16

How did C=CCO/N=C(/CCC)C1=C(N)CC(C)(C)CC1=O do in these assays?
CHT PAM: inactive; OX1R antag-1: 9; OX1R antag-2: -17

How did N#C/C(=C/c1ccc(F)cc1)c1nnc(NC(=O)c2ccccc2)s1 do in these assays?
CHT PAM: inactive; OX1R antag-1: 8; OX1R antag-2: -26

How did COC(=O)[C@]1(Cc2ccccc2)N[C@H](CN(C)S(=O)(=O)c2ccc(OC(F)(F)F)cc2)[C@@H]2C(=O)N(Cc3ccccc3)C(=O)[C@@H]21 do in these assays?
OX1R antag-1: 5; OX1R antag-2: -14

Results for O=C(/C=C/c1ccccc1Cl)N(Cc1cccs1)C1CCS(=O)(=O)C1 (centres undefined) ?
CHT PAM: inactive; OX1R antag-1: 8; OX1R antag-2: -40

Results for CSc1ccccc1C(=O)OCC(=O)Nc1cccnc1Cl ?
OX1R antag-1: 14; OX1R antag-2: -19

How did CCCNC(=O)CC(NS(=O)(=O)c1ccc(OC)cc1)c1ccco1 (centres undefined) do in these assays?
CHT PAM: inactive; OX1R antag-1: 36; OX1R antag-2: -18

How did COc1ccc(NC(=O)c2cc(S(=O)(=O)N3CCCC3)ccc2C)cn1 do in these assays?
OX1R antag-1: -6; OX1R antag-2: -5

How did CCOC(=O)C1=NN(c2ccccc2)C2(S1)SC(C(C)=O)=C(C)N2c1ccccc1 (centres undefined) do in these assays?
CHT PAM: inactive; OX1R antag-1: 9; OX1R antag-2: -25

What do the screens show for `COc1ccc(S(=O)(=O)Nc2cccc3c2O[C@H](CN(C)C(=O)Nc2c(C)noc2C)[C@@H](C)CN([C@H](C)CO)C3=O)cc1`?
OX1R antag-1: 0; OX1R antag-2: -9

Results for NC(=O)c1ccc(Cl)c2ccccc12 ?
CHT PAM: inactive; OX1R antag-1: -7; OX1R antag-2: -4

What do the screens show for `Cc1ccc(-c2c(C(=O)N/N=C/c3cccc(Cl)c3)nnn2-c2nonc2N)cc1`?
CHT PAM: inactive; OX1R antag-1: 17; OX1R antag-2: -5

Results for Cc1ccc(C)c(-c2cc(C(=O)Nc3cccc(C(=O)O)c3)c3ccccc3n2)c1 ?
CHT PAM: inactive; OX1R antag-1: 7; OX1R antag-2: -17

Results for CC1Oc2ccccc2N(CC(=O)NCCN2CCOCC2)C1=O (centres undefined) ?
CHT PAM: inactive; OX1R antag-1: 39; OX1R antag-2: -10

How did CC(C)(O)CC[C@@H](O)[C@](C)(O)C1CC[C@@]2(O)C3=CC(=O)[C@]4(O)C[C@@H](O)[C@@H](O)C[C@]4(C)C3CC[C@]12C (some centres undefined) do in these assays?
OX1R antag-1: 6; OX1R antag-2: -15

What do the screens show for `Cc1nn(-c2c(Cl)cc(Cl)cc2Cl)c(=O)c2ccccc12`?
CHT PAM: inactive; OX1R antag-1: 16; OX1R antag-2: -30

How did C=C[C@H](Cc1ccccc1)N(Cc1ccccc1)S(=O)(=O)N(Cc1ccccc1)[C@H](C=C)Cc1ccccc1 do in these assays?
OX1R antag-1: 6; OX1R antag-2: 26

Results for CCOC(=O)c1c(NC(=O)/C=C/c2ccc3c(c2)OCO3)sc(C)c1CC ?
CHT PAM: inactive; OX1R antag-1: 16; OX1R antag-2: -18

How did CC(=O)c1ccccn1 do in these assays?
CHT PAM: inactive; OX1R antag-1: 12; OX1R antag-2: 9

Results for O=C(Cc1sc(-c2ccccc2)nc1-c1ccccc1)Nc1ccccc1 ?
CHT PAM: inactive; OX1R antag-1: 32; OX1R antag-2: -4

Results for CC1CC(=O)c2cnc(Nc3ccccc3)nc2C1 (centres undefined) ?
CHT PAM: inactive; OX1R antag-1: 20; OX1R antag-2: -16

How did COc1ccc(Br)cc1CN(C)C(=O)c1cnc(C)cn1 do in these assays?
CHT PAM: inactive; OX1R antag-1: 1; OX1R antag-2: -20

What do the screens show for `COc1ccc(-c2ccc3nnc(SCC(=O)N4CCCC4)n3n2)cc1`?
CHT PAM: inactive; OX1R antag-1: 55*; OX1R antag-2: -4

Results for Cc1c(Br)c([N+](=O)[O-])nn1CC(=O)N1CCN(Cc2ccccc2)CC1 ?
CHT PAM: inactive; OX1R antag-1: 30; OX1R antag-2: 0

How did N#CC1=C(N)N(c2ccccc2)C(=O)C1 do in these assays?
CHT PAM: inactive; OX1R antag-1: 15; OX1R antag-2: 5

What do the screens show for `COc1ccc(CCNC(=O)c2cc(S(=O)(=O)N3CCOCC3)ccc2F)cc1`?
OX1R antag-1: 5; OX1R antag-2: -15

Grouped by structure: those above containing bromine.
How did COc1ccc(Br)cc1CN(C)C(=O)c1cnc(C)cn1 do in these assays?
CHT PAM: inactive; OX1R antag-1: 1; OX1R antag-2: -20

Results for Cc1c(Br)c([N+](=O)[O-])nn1CC(=O)N1CCN(Cc2ccccc2)CC1 ?
CHT PAM: inactive; OX1R antag-1: 30; OX1R antag-2: 0
